Bioassay records: PubChem BioAssay, Broad Institute
BL2 CD40 inh = CD40 pathway inhibition in BL2 cells. BL2 NF-kB luciferase reporter, CD40L-induced, 4 h. inhibition, % at 10 µM. 0.94% of 83,000 active;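 active = mean inhibition of at least 50% with a set share of replicates also reaching that level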;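 note: 0% = neutral control wells and 100% = IKK inhibitor VII at 50 µM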
An asterisk follows results filed as active; [ ] = another dose, or the depositor's remark. A portion of the library. The share of hits here may be higher or lower than overall.

SMILES	BL2 CD40 inh
CCCCn1c(N)c(N(CC(C)C)C(=O)CSc2n[nH]c(-c3ccc(C)cc3)n2)c(=O)[nH]c1=O	-6.9
O=C(CC1C(=O)NCCN1Cc1cccc(Oc2ccccc2)c1)NCc1cccnc1 (stereo unspecified)	-0.6
c1ccc(N2CCN(c3ccccc3)C2c2cccs2)cc1	-110.2
Cc1cc(S(=O)(=O)Nc2ccc(C(=O)NCc3cccnc3)cc2)ccc1F	4.7
CCC1(c2ccc(F)cc2)NC(=O)N(CC(=O)c2ccc[nH]2)C1=O (stereo unspecified)	2.7
COc1ccc(C(=O)NC2CCCCCC2)cc1S(=O)(=O)N1CCCC1	21.1
CC(=O)N1[C@H](C(=O)N[C@H](C)c2ccccc2)[C@@H](CO)[C@@H]2Cn3c(cccc3=O)[C@@H]21	1.4[25 µM]
CCOC(=O)c1cnn(Cc2cccc(Cl)c2)c1C	6.9
O=C(C[C@@H]1C[C@H]2c3cc(NS(=O)(=O)c4ccccc4)ccc3O[C@H]2[C@@H](CO)O1)NC1CCCCC1	2.6
FC(F)(F)c1nc2ccccc2[nH]1	3.1
Cc1ccc(N2CC(C(=O)Nc3ccccc3C(=O)N3CCOCC3)CC2=O)cc1 (stereo unspecified)	4.2
Cc1ccc(C)c(N2CCN(C(=O)c3cc(S(=O)(=O)N4CCOCC4)cn3C)CC2)c1	7.6
COc1ccc(CN2C(=O)CSC2c2ccccn2)cc1 (stereo unspecified)	2.8
Cc1c(/C=N/n2cnnc2)c2ccccc2n1C	11.5
O=S(=O)(NCC1CC1)c1ccc(F)c(Cl)c1	6.0
Nc1ccc(C(=O)O)c(O)c1	19.0
O=C(CC1CCCC1)NCCS(=O)(=O)N1CCN(c2ccc(F)cc2)CC1	2.9
O=C(CO)c1c[nH]c2ccccc12	5.8
O=C(O)c1ccc(-c2ccco2)n1Cc1ccccc1	1.0
COc1ccc2c3c(n(C)c2c1)[C@H](CO)N(C(=O)Cc1ccccn1)CC31CCN(C)CC1	4.5[25 µM]
Cc1oc(-c2cc(Cl)cc(Cl)c2)cc1C(=O)NCCc1ccccc1	1.8
C[C@]12CCC(=O)C=C1CC[C@@H]1[C@@H]2[C@@H](O)C[C@@]2(C)[C@H]1CC[C@]2(O)C(=O)CO	22.6
CCOC(=O)c1c(-c2ccccc2)csc1NC(=O)C1CCCO1 (stereo unspecified)	-3.4
CC(=O)c1c(C)[nH]c(C(=O)OCC(=O)Nc2cccc(S(=O)(=O)N3CCCC3)c2)c1C	17.4
O=C1c2ccccc2C(Nc2ccc3c(c2)OCO3)N1Cc1ccc2c(c1)OCO2 (stereo unspecified)	-28.5
CC(=O)Nc1ccc(S(=O)(=O)N2CCCC3CCCCC32)cc1 (stereo unspecified)	-0.5
CCC(=O)OCOc1ccc(/C=C2/CCC(CN(C)C)C2=O)cc1 (stereo unspecified)	19.6
C=CCn1c(C)nnc1SCC(=O)Nc1ccccc1C(=O)NC1CC1	0.6
O=C(NCCC1=CCCCC1)c1ccc(F)c(S(=O)(=O)N2CCOCC2)c1	6.0
CCN(CC)c1ncnc2sc(C(=O)N3CCN(c4ccccc4)CC3)c(C)c12	14.9
CN(C)CCNc1nc2sc3c(c2c(=O)n1CCc1ccccc1)CCCCC3	22.0
CC12CCC(C(=O)N(CC(O)CN3CCCCC3)C1=O)C2(C)C (stereo unspecified)	3.9
COc1ccc(NC(=O)c2cccc(Cn3cc(Br)cn3)c2)cn1	-4.2
Cc1cc(C)cc(-c2nnc(SCC(=O)c3c(N)n(C4CC4)c(=O)[nH]c3=O)o2)c1	10.2
Cc1ccc(C(=O)CCC(=O)N2CCC(C(N)=O)CC2)cc1	3.9
Cc1nc(-c2ccc(F)cc2)c(CC(=O)N(C)CC(=O)Nc2c(C)cccc2C)s1	-5.4
CCc1ccc(NC(=O)C(=O)NCCN2CCN(S(C)(=O)=O)CC2)cc1	0.4
CO[C@H](CN(C)S(=O)(=O)c1cccc(Cl)c1)[C@@H](C)CN([C@@H](C)CO)S(=O)(=O)c1ccc(Cl)cc1	13.9
Nc1nonc1-c1nc2ccccc2n1Cc1ccccc1	-1.6
COc1ccc2c3c(n(C)c2c1)[C@H](CO)NCC31CCN(C(=O)Nc2ccc(F)cc2F)CC1	3.3[25 µM]
CN1CCN(CC#CCC2(O)c3ccccc3-c3ccccc32)CC1	-2.7
O=C(CCNS(=O)(=O)c1cccs1)NC1CCN(Cc2ccccc2)CC1	9.2
Cc1c(C(=O)NC2CCCc3ccccc32)oc2ccccc12 (stereo unspecified)	-4.8
COCCNC(=O)c1ccc(C(=O)NCCOC)s1	9.6
Cc1ccc(SCC(=O)NNC(=O)c2cncc(Br)c2)cc1	0.9
Cc1cc(Oc2ncccc2[N+](=O)[O-])c2cc(Cl)ccc2n1	7.6
C/C(=N\N1C(=O)c2ccccc2NC1c1ccco1)c1ccccc1O (stereo unspecified)	-4.9
Cc1ccc2nc(SCC(=O)Nc3oc(C)c4c(C)n[nH]c(=O)c34)[nH]c2c1	0.8
CSCCC(NC(=O)c1ccccc1)C(=O)O (stereo unspecified)	-0.1
O=C(CN1C(=O)NC2(CCCCCC2)C1=O)NCc1ccco1	-2.5
OC(CSc1ccccc1)CN1CCN(c2cccc(Cl)c2)CC1 (stereo unspecified)	-7.9
COc1ccc(S(=O)(=O)Nc2cc(C(=O)NCCCOC(C)C)ccc2N2CCOCC2)cc1	6.6
Cc1ccc(CNC(=O)CCC2CCCN(Cc3cccc4ncccc34)C2)o1 (stereo unspecified)	9.1
COc1ccccc1CN(C)C[C@H]1OCc2ccccc2-c2c(n(C)c3ccccc23)C(=O)N([C@@H](C)CO)C[C@@H]1C	0.8[25 µM]
CCCn1c(CCNC(=O)c2cccs2)nc2ccccc21	2.4
COc1cccc(C(=O)Nc2ccccc2N2CCN(C(=O)c3ccccc3)CC2)c1	6.4
COC(=O)CCC/C=C1/SCC(NC(=O)c2ccccc2)C1NC(C)=O (stereo unspecified)	-15.8
COc1ccc(NC(=O)N[C@@H]2CC[C@H](CCNC(=O)CN3CCOCC3)O[C@@H]2CO)cc1	1.2[25 µM]
O=C(COC(=O)C1CC1)Nc1nc(-c2ccc(F)c(F)c2)cs1	-44.5
Cc1ccc(C(=O)OCC(=O)NCc2ccc3c(c2)OCO3)o1	-3.3

Reformatted: results already given.
| BL2 CD40 inh | mol |
| --- | --- |
| 9.6 | COCCNC(=O)c1ccc(C(=O)NCCOC)s1 |
| 0.9 | Cc1ccc(SCC(=O)NNC(=O)c2cncc(Br)c2)cc1 |
| 7.6 | Cc1cc(Oc2ncccc2[N+](=O)[O-])c2cc(Cl)ccc2n1 |
| -4.9 | C/C(=N\N1C(=O)c2ccccc2NC1c1ccco1)c1ccccc1O (stereo unspecified) |
| 0.8 | Cc1ccc2nc(SCC(=O)Nc3oc(C)c4c(C)n[nH]c(=O)c34)[nH]c2c1 |
| -0.1 | CSCCC(NC(=O)c1ccccc1)C(=O)O (stereo unspecified) |
| -2.5 | O=C(CN1C(=O)NC2(CCCCCC2)C1=O)NCc1ccco1 |
| -7.9 | OC(CSc1ccccc1)CN1CCN(c2cccc(Cl)c2)CC1 (stereo unspecified) |
| 6.6 | COc1ccc(S(=O)(=O)Nc2cc(C(=O)NCCCOC(C)C)ccc2N2CCOCC2)cc1 |
| 9.1 | Cc1ccc(CNC(=O)CCC2CCCN(Cc3cccc4ncccc34)C2)o1 (stereo unspecified) |
| 0.8[25 µM] | COc1ccccc1CN(C)C[C@H]1OCc2ccccc2-c2c(n(C)c3ccccc23)C(=O)N([C@@H](C)CO)C[C@@H]1C |
| 2.4 | CCCn1c(CCNC(=O)c2cccs2)nc2ccccc21 |
| 6.4 | COc1cccc(C(=O)Nc2ccccc2N2CCN(C(=O)c3ccccc3)CC2)c1 |
| -15.8 | COC(=O)CCC/C=C1/SCC(NC(=O)c2ccccc2)C1NC(C)=O (stereo unspecified) |

As entered above.
`Cc1ccc(CNC(=O)CCC2CCCN(Cc3cccc4ncccc34)C2)o1` (stereo unspecified) in BL2 CD40 inh is listed with 9.1
`O=C(CN1C(=O)NC2(CCCCCC2)C1=O)NCc1ccco1` in BL2 CD40 inh is listed with -2.5

Next section:
SMILES	BL2 CD40 inh
COc1cc(C(=O)NNC(=O)/C=C/c2ccccc2)cc(OC)c1OC	-8.8
CC(=O)c1c(C)nc(-c2ccc(OCC(=O)Nc3ccccc3)cc2)n1O	5.6
C/C=C/c1ccccc1[C@H]1[C@H](C#N)N(C(=O)CN2CCOCC2)[C@H]1CO	0.1[25 µM]
CCC(N)C12CC3CC(CC(O)(C3)C1)C2 (stereo unspecified)	6.1
Cc1ccccc1CNC(=O)C(=O)NCC1CCCN1S(=O)(=O)c1cccs1 (stereo unspecified)	-18.4
Cc1ccccc1CC(=O)Nc1ccc2c(c1)c(=O)n(C)n2-c1ccccc1F	-5.0
O=C(C1CCCN(S(=O)(=O)c2ccc(Br)s2)C1)N1CCCCCC1 (stereo unspecified)	19.2
COc1cccc(CN2[C@@H]3CNC[C@H]2[C@H]3c2ccc(-c3ccccc3OC)cc2)c1	-2.9
O=C(c1ccc(-c2ccccc2Cl)o1)N1CCN(S(=O)(=O)c2cccs2)CC1	-68.1
O=C(Nc1nnc(-c2ccco2)o1)c1ccc(Br)s1	-1.8
c1ccc(Cn2nnnc2-c2ccco2)cc1	11.1
Cc1noc(C)c1CSc1nnc(-c2ccccc2F)n1CCc1ccccc1	3.0
NC(CC(=O)O)c1ccc(Br)cc1 (stereo unspecified)	7.9
Cc1ccccc1N1CC(C(=O)N2CCc3ccccc32)CC1=O (stereo unspecified)	-2.8
N#C[C@@H]1[C@H](c2ccc(C#Cc3ccccc3F)cc2)[C@H](CO)N1C(=O)C1CCOCC1	-6.2
Cc1ccc(OCC(=O)Nc2nc(-c3ccccn3)cs2)c(C)c1	1.4
CC(C)CCOc1ccc(C2CC(=O)N(C)C2=O)cc1 (stereo unspecified)	-32.0
CN1CCN(C(=O)c2ccc3c(c2)NC(=O)C(N2CCOCC2)S3)CC1 (stereo unspecified)	5.0
CCN(CC)S(=O)(=O)c1cccc(-c2n[nH]c(=S)n2C(C)COC)c1 (stereo unspecified)	10.8
CC(=O)c1cccc(NC(=O)Cn2cnc(S(=O)(=O)N3CCCCC3)c2)c1	1.2
CCSc1nc(O)cc(=O)n1-c1ccc(OC)cc1	8.6
COC(=O)NCc1ccc(CNC(=O)OC)cc1	7.5
CC(C)(C)CC(=O)Nc1cccc2c1CCCC2	2.7
O=C(COC(=O)C1CCN(S(=O)(=O)c2ccc(Cl)c(C(F)(F)F)c2)CC1)NCc1ccco1	-8.9
Cc1ccc(-c2noc(=O)n2CC(=O)c2ccc(Cl)cc2)cc1	2.8
COC(=O)C1=C(C)NC(C)=C(C(=O)OCCCN2CCC(c3ccccc3)(c3ccccc3)CC2)[C@H]1c1cccc([N+](=O)[O-])c1	61.2*[25 µM]
Cc1ccc(NC(=O)NNC(=O)c2snnc2C)cc1	-11.9
COc1ccc(OCCCC(=O)NCC(C)C)cc1	4.7
O=[N+]([O-])c1ccccc1S(=O)(=O)NCCSCc1ccco1	-1.6
COCCNC(=S)NCc1cccs1	0.9
CCOC(=O)c1n[nH]n2c1nc(=O)c1ccccc12	-0.1
CC1CCc2cc(F)ccc2N1C(=O)CCC(=O)O (stereo unspecified)	16.7
COc1ccc(C(=O)NCc2oc(-c3ccccc3)cc2C(=O)O)cc1	3.1
Cn1cnc(CCNC(=O)C[C@@H]2CC[C@H]3[C@@H](COC[C@H](O)CN3C(=O)Nc3ccc(C(F)(F)F)cc3)O2)c1	12.7[25 µM]
C[C@H](CO)N1C[C@H](C)[C@@H](CN(C)C(=O)C2CCCCC2)OCCCC[C@H](C)Oc2ccc(NC(=O)Nc3ccc(C(F)(F)F)cc3)cc2C1=O	3.0
O=C(NCc1ccc(-c2nc3ccccc3s2)cc1)c1ccco1	-37.4
CCn1c(C(=O)N2CCCC(C(=O)O)C2)cc2sccc21 (stereo unspecified)	-3.0
CCS(=O)(=O)N1CCCCN2[C@H](CO)[C@@H](c3ccc(-c4ccc(C(=O)N(C)C)cc4)cc3)[C@H]2C1	-3.1[25 µM]
Cc1cccnc1C(NC(=O)C1CCN(Cc2ccc(Cl)c(Cl)c2)CC1)c1ccc(Cl)cc1 (stereo unspecified)	4.6
CN(Cc1cnn(-c2ccccc2)c1)C(=O)C1CCC(=O)N(C2CC2)C1 (stereo unspecified)	5.4
CCc1nc2ccc(C(=O)Nc3ccc(C(N)=O)cc3)cn2c1N(C)CCC(C)C	28.1
C[C@@H]1CN([C@H](C)CO)C(=O)c2cc(NC(=O)CCN3CCOCC3)ccc2O[C@H]1CN(C)S(=O)(=O)c1cccs1	0.7[25 µM]
O=C(C1CCC1)N1C[C@@H]2[C@H](c3ccccc31)[C@H](CO)N2C(=O)Cc1ccccn1	-6.4
O=C(NC1CC(=O)N(c2ccccc2)C1)N1CCN(C(=O)c2ccco2)CC1 (stereo unspecified)	0.5
O=C(C1CCC1)N1CCCCN2[C@H](CO)[C@H](c3ccc(-c4ccncc4)cc3)[C@H]2C1	-2.5[25 µM]
Cc1cc(-c2ccco2)n(CC(=O)NCCCc2ccccc2)n1	12.3
NC(=O)c1nnsc1Sc1c(C(N)=O)nnn1-c1cccc(N)c1	13.0
CC1(c2ccccc2Cl)NC(=O)N(CC(=O)c2ccc3c(c2)OCO3)C1=O (stereo unspecified)	3.9
CCC1(C)Cc2ccccc2-c2c1c(=O)n(Cc1ccccc1)c1nnnn21 (stereo unspecified)	21.5
O=C(c1ccccc1)N(C1=NCCCCS1)c1ccccc1	4.8
CN1CCCCC1(C)C(=O)NCc1cc(Cl)ccc1F (stereo unspecified)	-13.7
COc1cccc(CNC(=O)[C@@H]2[C@@H](CO)[C@@H]3Cn4c(ccc(-c5cncnc5)c4=O)[C@@H]3N2C)c1	-11.7[25 µM]
O=C(NCC[C@H]1CC[C@@H](NS(=O)(=O)c2cccc(F)c2)[C@@H](CO)O1)C1CCCC1	4.1
CCCn1c(=S)[nH]c2cc(C(=O)N3CCN(c4ccccc4)CC3)ccc2c1=O	20.3
CCN(CC)S(=O)(=O)c1ccc(C(=O)Nc2ncn(Cc3ccccc3)n2)cc1	8.8
O=c1c2c3c(sc2n2cnnc2n1Cc1ccccc1)CN(Cc1ccccc1)CC3	-1.1
